Source: PubChem (several laboratories)
RPL19A-GFP yeast – yeast TOR pathway RPL19A-GFP modulation; S. cerevisiae RPL19A-GFP strain, flow cytometry, 3 h; stronger effect = lower value; percent response vs DMSO, % at 10 µM; 0.3% of 330,000 active; AID 2025;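 active means percent response vs DMSO below 50%; inconclusive means fewer than 70 events counted for the yeast strain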;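 further: median channel GFP fluorescence of the barcoded RPL19A-GFP strain; ratio of sample median GFP to plate DMSO average so 100% = DMSO; lower means less RPL19A-GFP as with rapamycin TOR inhibition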
AGP1 TOR yeast – yeast TOR pathway AGP1-GFP modulation; S. cerevisiae AGP1-GFP multiplex flow cytometry, 3 h; GFP as percent of DMSO wells; GFP response vs DMSO, % at 10 µM; 0.02% of 320,000 active; AID 2066;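 active means GFP response relative to DMSO above a set limit, near screen average plus 3 SD, cut at about 150% in these data; inconclusive means fewer than 70 cells counted for the yeast strain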;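 further: median GFP channel fluorescence of the gated AGP1 strain per well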
CIT2 TOR yeast – modulators of TOR pathway CIT2-GFP in S. cerevisiae | S. cerevisiae CIT2-GFP strain, flow cytometry, 3 h; 100 means same as DMSO wells | GFP response vs DMSO, % at 10 µM | 0.065% of 320,000 active;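 active means GFP response relative to DMSO above a set limit, near the screen mean plus 3 SD, cut at about 150% in these data; inconclusive means Fewer than 70 cells measured for a yeast strain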;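 further: ratio of well median GFP fluorescence to mean of DMSO wells on the plate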
LAP4-GFP MLPCN – alters LAP4-GFP fluorescence in TOR pathway yeast screen; S. cerevisiae LAP4-GFP multiplex, flow cytometry GFP, 3 h; median GFP as percent of DMSO wells; GFP response vs DMSO, % at 10 µM; 0.34% of 320,000 active; AID 2023;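 active means GFP response vs DMSO above a set limit, about the screen mean plus 3 SD, cut at about 150% in these data; inconclusive means under 70 cell events counted for the yeast strain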
VLA-4 inh – inhibition in a human VLA-4 binding assay. P13612. VLA-4 expressing cells, ligand binding flow cytometry. inhibition, % (about 7 µM as worked out from the volumes in the protocol). 0.2% of 330,000 active; in the data active means inhibition above about 50%
JMJD2C inh – human JMJD2C demethylase inhibition; Q9H3R0; GST-JMJD2C(1-420) H3K9me3 demethylation, DELFIA europium; inhibition, % at 2.35 µM; 0.069% of 330,000 active; AID 2099;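 active means more than half of a compound's replicate wells show inhibition beyond 50%, single wells judged on their own value; inconclusive means some, but no more than half, of replicates pass 50% inhibition; inactive means no replicate passes 50% inhibition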;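 further: signal counts dimethyl H3K9 product captured on neutravidin plate; 0% = median of DMSO wells and 100% = 0.3 times that DMSO median; strong numbers were not always called active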
Target sequence (Q9H3R0 1-420 limits assumed): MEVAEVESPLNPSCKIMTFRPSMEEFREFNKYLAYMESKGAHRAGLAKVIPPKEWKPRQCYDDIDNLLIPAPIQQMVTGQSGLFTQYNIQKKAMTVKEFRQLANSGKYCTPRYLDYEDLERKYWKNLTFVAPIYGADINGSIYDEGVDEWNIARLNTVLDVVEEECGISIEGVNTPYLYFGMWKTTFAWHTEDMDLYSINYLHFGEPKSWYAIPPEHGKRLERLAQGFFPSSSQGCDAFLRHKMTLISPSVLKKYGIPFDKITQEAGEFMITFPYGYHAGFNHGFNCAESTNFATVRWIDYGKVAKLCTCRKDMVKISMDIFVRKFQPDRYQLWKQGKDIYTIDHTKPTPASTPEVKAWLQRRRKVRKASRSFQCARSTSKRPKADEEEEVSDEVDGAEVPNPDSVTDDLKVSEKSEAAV
GRK2 aptamer HTS – inhibitors of human GRK2 displacing RNA aptamer; P25098; bead flow cytometry, FAM-aptamer displacement from GRK2; inhibition of aptamer binding, % at 10 µM; 0.59% of 330,000 active; AID 488847;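 active means inhibition of aptamer binding above 40%, roughly 3 SD of noise, on plates passing a quality check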;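 further: median bead fluorescence of bound FAM aptamer so fluorescent compounds give negative values; no value below 0 was filed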
MEP2-GFP yeast – yeast TOR pathway MEP2-GFP modulation; GFP response vs DMSO, % at 10 µM; S. cerevisiae MEP2-GFP strain, flow cytometry GFP, 3 h; 100% = DMSO control level; 0.51% of 330,000 active; AID 2016;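 active means GFP response versus DMSO above a set limit, roughly screen mean plus 3 SD, cut at about 180% in these data; inconclusive means fewer than 70 cells counted for a yeast strain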;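 further: median GFP fluorescence of the barcode-gated MEP2-GFP cells per well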
* hit, by the source's call; ? = inconclusive; / = no result given.

SMILES	RPL19A-GFP yeast	AGP1 TOR yeast	CIT2 TOR yeast	LAP4-GFP MLPCN	VLA-4 inh	JMJD2C inh	GRK2 aptamer HTS	MEP2-GFP yeast
Cc1nc2c(nnn2Cc2ccccc2)c(=O)n1-c1ccccc1	103	103	111	105	-2	2	2	114
CCCCOCCCNC(=O)N[C@@H](CCSC)C(=O)OC	104	110	103	112	5	0	0	106
COc1ccc(/C=C2\SC(=S)N(c3cccnc3)C2=O)cc1	97	104	77	96	21	-7	1	96
CC1CCN(CCCNC(=O)c2cc3c(Cl)nc4ccccc4c3s2)CC1	103	97	99	93	4	-2	0	98
COc1ccccc1NC(=O)C(C)OC(=O)CCSc1ccc(F)cc1 (stereo not drawn)	102	107	106	112	8	-2	2	108
Cc1ccccc1NC(=O)c1ccc(C)c(S(=O)(=O)NCc2cccnc2)c1	96	104	113	100	-15	3	0	100
c1ccc(Oc2cccc(OCCCCN3CCCC3)c2)cc1	102	99	102	91	16	20	0	103
O=C(COc1ccc2ccc(=O)oc2c1)Nc1cccc(S(=O)(=O)N2CCCCC2)c1	90	91	92	83	1	-1	0	92
Cc1cccc(Nc2nc(NCCCN3CCOCC3)nc(N)c2[N+](=O)[O-])c1	103	100	98	98	-1	6	0	109
CC1CCCN(c2ccc(C(=O)NCC3CCCO3)cn2)C1 (stereo not drawn)	95	94	97	93	3	-2	3	97
O=C(CCc1nc2ccccc2c(=O)[nH]1)Nc1ccc(N2CCCCC2)cc1	97	101	99	100	0	1	0	102
Brc1ccc2[nH]c3c(NCc4ccccn4)ncnc3c2c1	85	117	105	131	5	-8	0	125
CN1C2CCC1CC(NC(=O)CSc1ccc(C(C)(C)C)cc1)C2 (stereo not drawn)	100	111	99	111	7	12	0	102
Cc1cc(NC2CCCCC2)nc(-c2ccccc2O)n1	100	101	106	103	0	0	0	104
COc1cc(CC(=O)OCC(=O)NC2CCCCC2)cc(OC)c1OC	93	97	89	98	9	-24	1	99
CC1CCN(CC(O)COCCOc2ccc(Br)cc2)CC1 (stereo not drawn)	100	102	99	94	10	6	2	96
COc1ccccc1NC(=S)NC(NC(=O)C(C)C)C(Cl)(Cl)Cl (stereo not drawn)	107	102	101	117	-4	0	0	112
Cc1ccc(C(=O)NNC2=Nc3cc([N+](=O)[O-])ccc3OC2)cc1	101	95	100	92	11	10	1	101
O=[N+]([O-])c1ccc(Nc2ccccc2)c2nonc12	98	102	96	105	-3	6	2	105
O=C(Nc1ccc(Cl)cc1)C1C2CCCCC21 (stereo not drawn)	106	96	91	94	7	-2	3	101
O=C(CCN1CCN(c2ccccc2)CC1)Nc1ccccc1	102	101	103	94	1	-7	1	99
COc1ccccc1CNS(=O)(=O)c1csc(C(N)=O)c1	98	101	106	99	0	-1	0	99
Cc1cc(N2CCOCC2)nc(SCC(=O)c2ccc(Cl)cc2)n1	103	102	104	111	22	-14	0	106
CS(=O)(=O)N(CC(=O)NCC1CCCO1)c1ccc(Cl)c(Cl)c1 (stereo not drawn)	102	107	103	97	1	0	0	104
O=C(O)c1ccc(NC(=O)C2CC=CCC2C(=O)O)cc1 (stereo not drawn)	103	103	99	97	8	-12	1	100
CC(C)CCn1c(COc2ccccc2)nn(CCC#N)c1=S	104	94	94	94	5	-4	2	102
O=c1[nH]n(-c2cccc3cccnc23)c(=O)c2ccccc12	95	102	92	95	7	0	1	101
COc1cc(C(=O)N2CCc3ccccc32)ccc1OCc1c(C)noc1C	104	108	99	96	3	0	2	104
CCCCN(CC)CCNC(=O)C1c2cc(OC)c(OC)cc2C(=O)N2CCc3ccccc3C12 (stereo not drawn)	97	99	81	90	3	-1	0	93
COc1ccc(NC(=O)CCNC(=O)Cn2cnc3sc4c(c3c2=O)CCCC4)cc1OC	102	98	100	90	0	-6	0	104
C#CCN1CC(C)/C(=N/O)CC1C (stereo not drawn)	98	101	100	101	19	5	0	103
CCOC(=O)/C=C/C(=O)N1CCN(C(=O)/C=C/C(=O)OCC)CC1	96	100	95	101	13	4	4	100
Cc1nnc(SCC(=O)N2CCN(S(=O)(=O)c3ccc(Cl)cc3)CC2)[nH]c1=O	97	99	99	96	16	-3	0	98
O=C(c1ccc(Br)o1)N1CCc2ccccc21	89	83	88	87	-15	4	25	90
Cc1cccc(NC(=O)COC(=O)C2COc3ccccc3O2)c1C (stereo not drawn)	99	100	106	93	3	0	2	108
COc1ccc(C(=O)NCc2nc3ccccc3[nH]2)cc1OC	99	97	95	95	5	-1	0	98
CCCCOc1ccc(C(=O)Nc2cccc(C)n2)cc1	95	90	88	108	-11	-4	4	101
Cc1nn(C)c2ncc(C(N)=O)c(Oc3cccnc3)c12	103	/	/	/	9	-17	0	96
CC(=O)N1CCN(c2ccc(NC(=O)c3ccc([N+](=O)[O-])cc3)cc2)CC1	102	102	105	101	6	14	2	107
COc1ccc(CNC(=O)CN2C(=O)NC(C)(c3ccc(Cl)cc3)C2=O)cc1 (stereo not drawn)	99	99	100	97	4	20	54*	94

A different layout for some results above:
Structure | RPL19A-GFP yeast | AGP1 TOR yeast | CIT2 TOR yeast | LAP4-GFP MLPCN | VLA-4 inh | JMJD2C inh | GRK2 aptamer HTS | MEP2-GFP yeast
COc1cc(CC(=O)OCC(=O)NC2CCCCC2)cc(OC)c1OC | 93 | 97 | 89 | 98 | 9 | -24 | 1 | 99
CC1CCN(CC(O)COCCOc2ccc(Br)cc2)CC1 (stereo not drawn) | 100 | 102 | 99 | 94 | 10 | 6 | 2 | 96
COc1ccccc1NC(=S)NC(NC(=O)C(C)C)C(Cl)(Cl)Cl (stereo not drawn) | 107 | 102 | 101 | 117 | -4 | 0 | 0 | 112
Cc1ccc(C(=O)NNC2=Nc3cc([N+](=O)[O-])ccc3OC2)cc1 | 101 | 95 | 100 | 92 | 11 | 10 | 1 | 101
O=[N+]([O-])c1ccc(Nc2ccccc2)c2nonc12 | 98 | 102 | 96 | 105 | -3 | 6 | 2 | 105
O=C(Nc1ccc(Cl)cc1)C1C2CCCCC21 (stereo not drawn) | 106 | 96 | 91 | 94 | 7 | -2 | 3 | 101
O=C(CCN1CCN(c2ccccc2)CC1)Nc1ccccc1 | 102 | 101 | 103 | 94 | 1 | -7 | 1 | 99
COc1ccccc1CNS(=O)(=O)c1csc(C(N)=O)c1 | 98 | 101 | 106 | 99 | 0 | -1 | 0 | 99
Cc1cc(N2CCOCC2)nc(SCC(=O)c2ccc(Cl)cc2)n1 | 103 | 102 | 104 | 111 | 22 | -14 | 0 | 106
CS(=O)(=O)N(CC(=O)NCC1CCCO1)c1ccc(Cl)c(Cl)c1 (stereo not drawn) | 102 | 107 | 103 | 97 | 1 | 0 | 0 | 104
O=C(O)c1ccc(NC(=O)C2CC=CCC2C(=O)O)cc1 (stereo not drawn) | 103 | 103 | 99 | 97 | 8 | -12 | 1 | 100
CC(C)CCn1c(COc2ccccc2)nn(CCC#N)c1=S | 104 | 94 | 94 | 94 | 5 | -4 | 2 | 102
O=c1[nH]n(-c2cccc3cccnc23)c(=O)c2ccccc12 | 95 | 102 | 92 | 95 | 7 | 0 | 1 | 101
COc1cc(C(=O)N2CCc3ccccc32)ccc1OCc1c(C)noc1C | 104 | 108 | 99 | 96 | 3 | 0 | 2 | 104
CCCCN(CC)CCNC(=O)C1c2cc(OC)c(OC)cc2C(=O)N2CCc3ccccc3C12 (stereo not drawn) | 97 | 99 | 81 | 90 | 3 | -1 | 0 | 93
COc1ccc(NC(=O)CCNC(=O)Cn2cnc3sc4c(c3c2=O)CCCC4)cc1OC | 102 | 98 | 100 | 90 | 0 | -6 | 0 | 104
C#CCN1CC(C)/C(=N/O)CC1C (stereo not drawn) | 98 | 101 | 100 | 101 | 19 | 5 | 0 | 103

Further entries:
SMILES	RPL19A-GFP yeast	AGP1 TOR yeast	CIT2 TOR yeast	LAP4-GFP MLPCN	VLA-4 inh	JMJD2C inh	GRK2 aptamer HTS	MEP2-GFP yeast
COc1ccc(CN2CCc3c([nH]c4ccccc34)C2)c(OC)c1C	98	96	99	99	1	-4	13	104
COc1cccc(OC)c1C(=O)Nn1c(-c2cccc(C)c2)nc2ccccc2c1=O	101	104	98	112	30	3	0	102
Cc1csc(=O)n1CCC(=O)OCc1nnc(-c2ccccc2)o1	105	115	109	110	5	0	1	108
O=C(c1ccco1)N1CCN(c2ccc([N+](=O)[O-])cn2)CC1	109	102	98	100	10	-6	0	104
CCN1CCN(c2nn3c(=O)c4ccccc4nc3c3ccccc23)CC1	/	102	101	100	28	3	3	109
O=C(CCc1nc(-c2ccc(Cl)cc2)no1)NC1CCCC1	93	91	94	100	7	-4	0	100
CCCn1c(=O)c2ccccc2n2c(SCc3nc4ccccc4s3)nnc12	102	104	93	103	-22	/	0	107
CCN(c1ccccc1)S(=O)(=O)c1cccc(C(=O)OCc2nc3sc(C)c(C)c3c(=O)[nH]2)c1	98	97	100	94	9	-9	5	101
Fc1ccc(CN2CCN(c3ncnc4scc(-c5ccccc5)c34)CC2)cc1	105	73	75	89	-43	-32	0	107
Cc1cc2c(SCC(=O)NC3CCCCC3)ncnc2s1	105	98	97	103	5	5	1	106
O=C(NCCCN1CCCCC1)c1ccc2c(c1)NC(=O)c1ccccc1S2	91	95	92	86	2	-3	0	87
CCOC(=O)C1=C(COC(=O)/C=C/c2ccccc2Cl)NC(=O)NC1C (stereo not drawn)	68	85	89	?	7	-1	6	86
CC1CCN(S(=O)(=O)c2cn(CC(=O)N3CCN(c4cccc(C(F)(F)F)c4)CC3)cn2)CC1	101	100	105	91	-6	-20	0	100
CCCc1cc(=O)n2[nH]c(-c3ccc(Br)cc3)cc2n1	94	99	96	92	17	-5	3	84
c1ccc2cc(OCc3nc4ccccc4[nH]3)ccc2c1	92	97	87	129	13	-20	9	103
COc1cccc(/C=N/NC(=O)C(=O)N/N=C/c2cccc(OC)c2OC)c1OC	106	101	94	96	14	4	0	105
O=C(COc1ccccc1Cl)Nc1ccc2oc(=O)ccc2c1	101	102	96	100	-2	1	0	96
CC(=O)c1c(C)[nH]c(C(=O)OCC(=O)c2ccc(C)s2)c1C	96	100	94	105	1	-6	1	100
COc1ccccc1/C=N/NC(=O)c1csc(C)c1C	106	101	100	106	0	4	0	116
Cc1ccc(C(=O)c2ccccc2C(=O)OCC(=O)NCC2CCCO2)cc1 (stereo not drawn)	106	110	125	111	2	-19	0	112
CCOc1ccc(NC(=O)N2CCC(c3ccc(C)cc3)C2)cc1 (stereo not drawn)	101	/	96	107	15	-1	0	100
CCCCCOc1ccc(N2C(=O)C3C4C=CC(C3C2=O)N(C)C4=O)cc1 (stereo not drawn)	101	101	96	101	-50	1	1	100
CCCCn1c(SCC(N)=O)nc2sc3c(c2c1=O)CCC3	108	107	106	94	13	1	4	111
CCCCc1nn(-c2cc(Cl)ccc2OC)c2c1C(=O)CCC2	105	101	99	99	-3	8	1	108
COc1ccc(C(=O)C(OC(=O)CNC(=O)c2ccco2)c2ccccc2)cc1 (stereo not drawn)	102	107	103	96	-10	-2	1	100
